Screening data: PubChem, several laboratories
TCR CD3 inh – human TCR-CD3 binding inhibition. TAMRA-labeled TCR probe fluorescence, biochemical. AID 651800. 0.37% of 360,000 active. inhibition, % at 9.4 µM; in the data active = inhibition above about 19%;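 note: recombinant mutant TCR 2C K166C tagged with TAMRA read by polarization; 0% = receptor in buffer alone and 100% = receptor with positive control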
HTRA1 inhibitor – blocks human HTRA1 serine peptidase. Q92743. 0.5% of 340,000 active. recombinant HTRA1, FP-rhodamine activity-based probe, fluorescence polarization. inhibition, % at 5.96 µM. AID 504803; in the data active = inhibition above about 36%;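 note: 0% = enzyme with DMSO and 100% = wells lacking enzyme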
MBD2 inh – blocks human MBD2 binding to methylated DNA; 0.31% of 370,000 active; inhibition, % at 4.4 µM; TR-FRET, MBD2 binding to methylated oligonucleotide; Q9UBB5; in the data active = inhibition above about 13%
Target sequence (Q9UBB5 whole entry, looked up): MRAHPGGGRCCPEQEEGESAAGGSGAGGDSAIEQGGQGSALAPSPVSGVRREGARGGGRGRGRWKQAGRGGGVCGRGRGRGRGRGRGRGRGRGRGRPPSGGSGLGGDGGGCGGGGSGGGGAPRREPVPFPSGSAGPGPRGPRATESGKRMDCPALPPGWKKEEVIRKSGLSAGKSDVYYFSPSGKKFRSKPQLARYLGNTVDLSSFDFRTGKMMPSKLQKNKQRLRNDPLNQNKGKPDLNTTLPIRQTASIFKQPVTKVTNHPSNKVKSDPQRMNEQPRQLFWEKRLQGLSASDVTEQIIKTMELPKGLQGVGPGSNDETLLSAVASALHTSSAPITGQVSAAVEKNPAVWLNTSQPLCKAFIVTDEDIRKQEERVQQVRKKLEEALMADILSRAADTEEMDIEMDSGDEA
PG9 binder – small molecules binding HIV-1 gp120 antibody PG9; 0.43% of 360,000 active; inhibition, % at 6.7 µM; TR-FRET gp120-PG9 antibody binding; in the data active = inhibition above about 8.5%
LEDGF integ inh – blocks HIV-1 LEDGF/p75-dependent DNA integration; TR-FRET IN-LEDGF/p75 DNA integration, Eu/Cy5; inhibition, % at 3.7 µM; 0.64% of 370,000 active; AID 743269;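 active = inhibition above the screen-wide mean plus 3 SD, cut at about 13% in these data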;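 note: signal is the Cy5 over europium emission ratio at 671 and 618 nm; 0% = plate median of compound wells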
NR1D1 modulator – modulates human Rev-erb alpha binding to DNA | 0.79% of 370,000 active | activity, % at 10 µM | P20393 | Rev-erbα–FITC-DNA binding, fluorescence polarization, 90 min;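 active = activity above about 14%, limit read from the data; passing the limit was not always enough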;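 note: 0% = DMSO wells with 35 nM protein and 100% = DMSO wells with 750 nM protein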
PRMT1 inh – blocks human protein arginine methyltransferase 1; Q99873; recombinant PRMT1, activity-based probe fluorescence polarization; inhibition, % at 2.79 µM; 1.3% of 370,000 active;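 active = inhibition above about 21% made by adding two undisclosed values, limit read from the data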
rCAG binder – molecules binding r(CAG) RNA repeats; r(CAG) RNA repeat, TO-PRO-1 dye displacement fluorescence; inhibition, % at 3 µM; 1.3% of 370,000 active; AID 651821;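 active = inhibition above the plate cutoff, the mean of all test compounds on that plate plus 3 SD, cut at about 35% in these data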;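 note: 0% = DMSO alone and 100% = 100 µM mitoxantrone as full dye displacement; higher means more dye released from RNA so lower well fluorescence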
UHRF1 binding – blocks human UHRF1 binding to methylated DNA; UHRF1 binding to methylated oligo, TR-FRET; inhibition, % at 4.4 µM; 0.75% of 370,000 active; AID 687016; in the data active = inhibition above about 21%;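 note: UHRF1 SRA domain binding a hemimethylated CpG hairpin DNA probe; 0% = median of test compound wells and 100% = reference inhibitor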
mABHD4 FP – inhibitors of mouse ABHD4. 0.54% of 370,000 active. AID 720543. Q8VD66. purified mABHD4, FP-Rh probe fluorescence polarization. inhibition, % at 8.92 µM;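 active = inhibition exceeding the mean over every tested compound plus 3 SD, cut at about 30% in these data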;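 note: 0% = plate median of compound wells and 100% = S159A mutant with DMSO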
Target sequence (Q8VD66 whole entry, looked up): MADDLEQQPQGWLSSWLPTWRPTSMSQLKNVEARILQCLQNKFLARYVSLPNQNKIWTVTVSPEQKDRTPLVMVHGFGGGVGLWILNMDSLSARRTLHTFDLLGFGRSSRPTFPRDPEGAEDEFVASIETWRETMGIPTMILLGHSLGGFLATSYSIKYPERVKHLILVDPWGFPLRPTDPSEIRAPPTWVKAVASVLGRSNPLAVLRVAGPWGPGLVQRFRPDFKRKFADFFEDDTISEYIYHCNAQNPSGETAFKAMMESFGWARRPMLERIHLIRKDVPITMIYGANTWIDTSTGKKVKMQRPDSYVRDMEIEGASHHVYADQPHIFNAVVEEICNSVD
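Material: mouse ABHD4 enzyme, wild type; Benchmarks: S159A mutant high control, sample median low control; Buffer or medium: HEPES pH 7.0, NaCl, Pluronic buffer; Signal: fluorescence polarization; Read-out: percent inhibition of probe binding, normalized to plate controls; Timing: pre-incubation 45 min, probe exposure 60 min, at 25 °C; Dosing: 8.92 µM, single dose.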
Starred values were filed as active, the others as inactive; nt = not tested or not shown. Not all compounds are listed. The share of hits here may be higher or lower than overall.

Under each structure – TCR CD3 inh	HTRA1 inhibitor	MBD2 inh	PG9 binder	LEDGF integ inh	NR1D1 modulator	PRMT1 inh	rCAG binder	UHRF1 binding	mABHD4 FP
#1 C=CCn1c(N)c(C(=O)N2CCOCC2)sc1=S
    1	11	3	-1.0	0	0	2	0	1	0
#2 Cc1ccc(S(=O)(=O)NCCNC(=O)c2nonc2N)cc1
    3	-2	-6	-1.7	2	-2	-2	-2	-3	-2
#3 COC(=O)c1cnn2c3c(c(C)nc12)CCCC3
    5	-1	0	-3.0	1	-2	-1	-1	-3	4
#4 Cc1cc(C)nc(-n2ncc(C#N)c2N)n1
    5	2	-4	-4.2	5	1	-3	-1	-5	-6
#5 Cc1cccc2cc(C#N)c(SCC(=O)Nc3ccccc3N3CCOCC3)nc12
    0	-7	-1	17*	0	48*	4	7	1	-2
#6 NC(=O)c1c(NC(=O)c2cnccn2)sc2c1CCCC2
    -2	-6	3	0.4	4	2	-5	0	3	-4
#7 COc1cc(C(=S)N2CCOCC2)cc(OC)c1OC
    -7	2	3	-2.5	3	-3	1	-1	12	-7
#8 CC1CCCC(NC(=O)C2CCC(CNc3c(N4CCCC4)c(=O)c3=O)CC2)C1C (stereo not given)
    7	6	-1	0.1	-1	-5	-1	-6	-3	-1
#9 CC(=O)NC(c1cccc(F)c1)c1nc(-c2cccc(C(F)(F)F)c2)cs1 (stereo not given)
    4	nt	-4	2.1	-2	2	1	-1	-1	-7
#10 O=C(Nc1ccon1)Nc1ccc(Cl)cc1Cl
    -1	-15	1	-1.1	-2	0	0	6	13	-5
#11 Cc1c(Cl)cccc1NC(=O)[C@@H](NC(=O)c1ccccc1Cl)C(C)C
    3	7	-7	-1.2	-2	-6	-1	4	-1	3
#12 Cc1cc(Br)ccc1SCC(=O)OCC(=O)Nc1ncc(C(F)(F)F)cc1Cl
    2	3	5	3.2	0	2	3	0	5	12
#13 CC(=O)N(Cc1cccnc1)Cc1cc2ccc(C)cc2[nH]c1=O
    -3	4	-5	-0.4	1	-5	1	-1	-2	2
#14 CCOC(=O)C1=CC[C@@H](c2cc3ccc(OC)cc3n2C)N(S(=O)(=O)c2ccc(C)cc2)[C@H]1C(=O)OCC
    -3	3	4	-0.5	-1	4	-1	-3	0	9
#15 COc1cc(-c2csc(C)n2)ccc1O
    6	0	3	1.8	-2	2	-1	3	-2	8
#16 O=C(CN1CCCc2ccccc21)NCc1ccc2c(c1)OCO2
    -12	-6	3	-0.2	-2	-3	2	-5	-1	5
#17 CCOC(=O)C1CCN(C(=O)Cn2cnc3sc(C)c(S(=O)(=O)N4CCC(C)CC4)c3c2=O)CC1
    2	10	-2	0.2	1	4	-1	-3	3	1
#18 CCCNC(=O)c1ccc(S(=O)(=O)c2ccc(OC)cc2)c([N+](=O)[O-])c1
    0	-12	8	1.2	-4	0	5	1	-1	3
#19 CCc1ccccc1NC(=O)c1ccc(-c2csc(C)n2)cc1
    -3	5	3	6.2	0	3	2	-3	4	-12
#20 CC(C)NC(=O)Cn1c(SCC(=O)N2CCCc3ccccc32)nc2ccccc21
    5	-3	5	-0.2	3	2	1	-7	9	5
#21 COCCN(Cc1nc2ccccc2c(=O)[nH]1)C(=O)COc1ccccc1-c1ccccc1
    1	-7	-7	-1.3	5	-2	-2	0	-3	-9
#22 Cc1ccc(NC(=O)c2n[nH]c(=O)c3ccccc23)cc1S(=O)(=O)N1CCOCC1
    0	-15	1	-1.9	3	-6	-2	8	-2	1
#23 O=C1CC(c2ccccc2)=NN1c1ccc([N+](=O)[O-])cc1
    5	29	-4	-0.2	2	-3	-1	45*	-6	11
#24 C/C=N\NC(=O)CNC(=O)CNC(=O)c1ccccc1
    -2	4	1	-3.3	0	1	-1	-4	3	2
#25 CC(C)c1ccccc1NC(=O)Nc1nnc([C@@H]2C[C@H](O)[C@@H](CO)O2)s1
    5	nt	-1	-1.2	2	-3	1	0	-1	-3
#26 CC(O)CNCc1ccc(-c2ccccc2)cc1 (stereo not given)
    5	-3	4	0.9	-2	-4	-1	-2	-1	-7
#27 CCc1cc2c(=O)[nH]c(Cc3ccccc3)nc2s1
    4	-8	2	-0.1	1	1	2	-2	0	1
#28 CC(C)(C)c1ccc(/C=N/NC(=S)NC2CCCCC2)cc1
    0	-28	-1	-3.2	2	2	-2	1	0	-7
#29 N#Cc1ccc(C2N=C(c3ccccc3)NO2)cc1 (stereo not given)
    -5	-7	3	-1.4	-7	2	-1	1	0	-2
#30 C=CCN(CC=C)c1nc2ccccc2nc1C(C#N)C(=O)OCCOC (stereo not given)
    -2	-15	-2	-1.2	3	5	11	-7	-4	11
#31 CC(=O)c1cccc(NC(=O)CN(c2ccc(C)cc2)S(=O)(=O)c2cccc3nonc23)c1
    5	-20	2	-0.1	2	0	-3	12	1	-20
#32 Cc1cc(NC(=O)Nc2ccc(Cl)c(Cl)c2)no1
    3	-44	0	-0.8	-3	-5	-3	17	1	-11
#33 O=C(Cn1nc(CNc2ccc(Br)cc2)[n+]2c1CCCCC2)c1ccc([N+](=O)[O-])cc1
    -8	15	-5	-0.9	2	4	2	11	0	15
#34 COc1cccc(C(=O)Nc2ccccc2NC(=O)c2cccc(OC)c2)c1
    -2	-31	4	-0.3	1	-2	-2	-5	0	-1
#35 CN(C)c1cccc(-c2nccc(N3CCC(C(N)=O)CC3)n2)c1
    nt	nt	-2	nt	3	-7	-5	nt	1	-2
#36 COC(=O)c1ccc(COc2ccccc2/C=N/Nc2cccc(C(=O)O)c2)cc1
    0	-20	9	-2.7	0	-2	3	16	3	0
#37 Nc1cc(N)cc(C(=O)c2ccccc2)c1
    -2	nt	-12	-3.5	21*	6	1	23	-4	44*
#38 Cc1cc(=O)c2cc(Br)ccc2[nH]1
    -1	9	3	0.6	-4	-4	1	0	2	0
#39 CCOCCCn1cnc2c(c1=O)c1nc3ccccc3nc1n2-c1ccc(C)cc1
    4	4	1	1.6	-5	6	-1	-1	0	6
#40 CN(C)S(=O)(=O)c1ccc(C(=O)NCc2ccccc2)cc1
    7	3	0	-0.4	0	-4	-3	0	0	-6
#41 O=C(COc1ccccc1)Nc1ccc2oc(=O)ccc2c1
    4	-5	-2	0.4	3	-3	0	3	-1	7
#42 CCOc1ccc(C(=O)Nc2ccccc2-c2ccccc2)cc1Cl
    4	-26	-5	-0.6	1	-2	-2	0	-3	-1
#43 CCOC(=O)C1=C(CC)Nc2ccccc2N=C1NC(=O)CCNC(C)=O
    -2	-5	3	-0.7	-7	-2	-1	-7	-1	3
#44 NC(=O)c1ccc(Br)c(S(=O)(=O)N2CCCCC2)c1
    3	8	-2	-1.0	-3	1	0	-3	-3	0
#45 CCOC(=O)N1CCN(S(=O)(=O)c2c(C)[nH]c(=O)[nH]c2=O)CC1
    1	8	-1	-0.5	0	1	0	-1	3	1
#46 CCn1c(SCC(=O)O)nnc1C1CCCCC1
    -3	0	2	-3.0	-1	0	-3	-1	7	2
#47 O=C(CCC(=O)c1ccc(F)cc1)Nc1cc(Cl)cc(Cl)c1
    6	-17	2	-1.8	2	4	-1	1	0	-7
#48 N#Cc1ccccc1NC(=O)COC(=O)c1ccc2c(c1)OCO2
    4	-9	-3	-2.3	0	-1	10	2	-2	-5
#49 CCOc1ncccc1C(=O)N1CCN(S(=O)(=O)c2ccc(Br)cc2Cl)CC1
    -12	8	-6	-0.9	0	-4	-1	-3	-3	1
#50 COc1ccc(C(=O)NCC(=O)OCC(=O)NC2CCCC2)cc1
    -9	-5	3	2.1	-7	-2	5	-3	9	-8
#51 Cc1cccc(C)c1OCc1n[nH]c(=S)n1-c1ccccc1
    2	0	2	0.4	1	-1	0	4	-1	1
#52 COCCCNC(=O)Cn1c(=O)n(CC(=O)N2CCCCC2)c(=O)c2sccc21
    -2	6	4	-0.4	-1	-3	3	-2	1	8
#53 CCCCN(CC)CCNC(=O)c1[nH]c(C)c(C(C)=O)c1C
    4	7	-4	-0.2	0	0	-1	-4	-1	-2
#54 CCOC(=O)c1c(C)[nH]c(C)c1C(=O)CSc1nnnn1-c1ccccc1
    -4	-10	-4	3.4	0	-4	-1	2	-1	-4
#55 C=CCc1cccc(C=Nc2cc(Br)ccc2O)c1O
    15	15	-5	-5.2	5	2	5	6	-10	22
#56 CCOC1=C2[C@@H](CN(S(=O)(=O)c3ccc(C)cc3)[C@H]2c2ccccc2Cl)[C@H]2C(=O)NC(=O)[C@H]2C1
    8	nt	0	-0.3	2	5	1	5	9	-2
#57 O=[N+]([O-])c1ccc(S(=O)(=O)Nc2nnc(C(F)(F)F)s2)cc1
    0	-5	8	-1.1	2	3	8	11	1	3
#58 Cc1cccc(N/N=C(\C#N)S(=O)(=O)C(C)(C)C)c1
    5	-2	0	-3.2	0	-1	-2	10	-1	-2
#59 COc1ccc(S(=O)(=O)NC(CC(=O)NC2CCCC2)c2ccco2)cc1 (stereo not given)
    3	-1	2	-1.1	0	0	0	-4	-5	6
#60 COc1ccc(/C=N/NC(=O)c2cc(-c3cccc(C)c3)nc3ccccc23)cc1O
    -2	-37	4	-1.8	-2	-2	0	15	-1	-18

Additional records follow:
Under each structure – TCR CD3 inh	HTRA1 inhibitor	MBD2 inh	PG9 binder	LEDGF integ inh	NR1D1 modulator	PRMT1 inh	rCAG binder	UHRF1 binding	mABHD4 FP
#61 COc1ccc(OC)c(C2=CC(=O)C[C@H](c3ccc4c(c3)OCO4)C2)c1
    3	-26	1	-0.1	0	2	-3	-8	0	-8
#62 COc1ccc(N2C(S)=C(C#N)C(=O)NC2c2ccco2)cc1 (stereo not given)
    6	-3	-10	1.4	1	-2	0	6	-3	3
#63 O=C(CN(Cc1ccccc1)S(=O)(=O)c1ccccc1)N/N=C/c1ccc2c(c1)OCO2
    4	-56	-4	-0.1	1	4	-2	1	-4	-18
#64 COc1ccc(-c2nc(SCc3ccccc3)n(S(C)(=O)=O)n2)cc1
    6	-9	-1	-1.5	0	1	-3	4	2	-11
